Cardio protect – protects H9c2 cardiomyocytes from peroxide injury. H2O2 injury protection, ATPLite, 2 h. protection from H2O2 cell death, % at 20 µM. actives 0.63% (n = 360,000). AID 588492;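 active = compounds giving at least 50% protection of heart cells from peroxide-induced death in the single-dose screen, raw or plate-pattern-corrected value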;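 note: 0% = DMSO wells with peroxide and 100% = DMSO wells without peroxide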
m5-HT2A agonist – activates the mouse 5-HT2A serotonin receptor | CHO-K1 mHTR2A beta-arrestin complementation, luminescence; percent of 30 µM serotonin response | activation, % at 7.6 µM | actives 0.66% (n = 360,000) | AID 624169;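 active = activation above a run cutoff, the mean activation of all tested compounds plus 3 SD, cut at about 14% in these data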;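 note: 0% = plate median of compound wells and 100% = 30 µM serotonin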
Target sequence (P35363 whole entry, looked up): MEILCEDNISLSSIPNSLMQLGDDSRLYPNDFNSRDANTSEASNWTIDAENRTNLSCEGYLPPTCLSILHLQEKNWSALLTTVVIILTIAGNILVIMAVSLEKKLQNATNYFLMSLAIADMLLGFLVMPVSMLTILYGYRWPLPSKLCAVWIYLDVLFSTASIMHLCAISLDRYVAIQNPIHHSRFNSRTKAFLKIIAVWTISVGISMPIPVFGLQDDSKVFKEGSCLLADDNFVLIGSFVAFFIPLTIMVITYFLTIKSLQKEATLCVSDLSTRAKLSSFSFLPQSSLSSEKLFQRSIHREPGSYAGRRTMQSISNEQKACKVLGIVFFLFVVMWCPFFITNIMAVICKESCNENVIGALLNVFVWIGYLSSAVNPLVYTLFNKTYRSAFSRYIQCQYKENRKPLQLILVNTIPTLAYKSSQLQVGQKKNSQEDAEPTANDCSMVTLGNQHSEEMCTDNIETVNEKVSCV
aDG glyco act – increases alpha dystroglycan glycosylation | Pro5-aDG cells, alpha-DG glycosylation AlphaScreen (IIH6); 0% Pro5, 100% B10-LARGE cell signal | activation, % at 10 µM | actives 0.22% (n = 360,000) | AID 624168;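 active = activation of at least 8% versus controls, or a plate z-score of at least 8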;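 note: Pro5 are CHO cells carrying HIG-tagged alpha-DG that lacks glycosylation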
MC4R antag cAMP – human MC4R antagonism in cAMP assay; MC4R-expressing cells, MTII-stimulated cAMP, LANCE TR-FRET; inhibition, % at 6.5 µM; actives 0.48% (n = 360,000);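 active = inhibition above its plate's cutoff, the mean of tested wells on that plate plus 3 SD, cut at about 29% in these data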;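 note: 0% = Melanotan II alone and 100% = Melanotan II plus saturating MCL0020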
Target sequence (P32245 whole entry, looked up): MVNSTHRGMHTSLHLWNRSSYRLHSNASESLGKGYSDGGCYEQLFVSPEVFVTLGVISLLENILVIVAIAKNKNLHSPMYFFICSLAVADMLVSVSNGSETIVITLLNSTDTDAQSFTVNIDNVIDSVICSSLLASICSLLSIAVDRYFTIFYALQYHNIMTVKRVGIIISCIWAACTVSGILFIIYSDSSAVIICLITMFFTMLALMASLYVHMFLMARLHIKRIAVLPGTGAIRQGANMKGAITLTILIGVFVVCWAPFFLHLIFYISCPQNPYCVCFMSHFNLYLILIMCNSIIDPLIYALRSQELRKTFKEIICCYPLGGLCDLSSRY
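System: U2OS-MC4R stable cell line; Technique: Eu-cAMP/anti-cAMP TR-FRET, emission 671 nm; Repeats: single well per compound; Also added: Melanotan II; Dosing: one concentration, 6.5 µM nominal; Schedule: 30-min compound, 1-h challenge, 1-h detection, room temperature.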
ABHD5-PLIN5 inh – inhibitors of human ABHD5-perilipin-5 interaction | AID 602281 | Q00G26+Q8WTS1 | actives 0.78% (n = 360,000) | inhibition, % at 4 µM | Split G. princeps luciferase complementation, luminescence, 4 h;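 active = inhibition above the mean inhibition across every tested compound plus 3 SD, cut at about 22% in these data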;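 note: 0% = DMSO only wells and the 100% control is not disclosed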
MC4R barr agon – human MC4R agonism via beta-arrestin; U2OS MC4R beta-arrestin complementation, luminescence; percent of melanotan II response, DMSO zero; activation, % at 8.9 µM; actives 0.98% (n = 360,000); AID 540308;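 active = activation above a per-plate cutoff, the mean activation of sample wells on that plate plus 3 SD, cut at about 8% in these data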
hiPSC survival – enhancers of human iPSC single-cell survival; hiPSC single-cell survival, ATPlite luminescence; 100% = ROCK inhibitor wells, 0% = DMSO; survival enhancement, % at 20 µM; actives 0.044% (n = 360,000); AID 602274; in the data active = survival enhancement above about 18%;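 note: cells exposed to compounds for 16 hours before the ATP read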
Granule exo inh – blocks lytic granule exocytosis; inhibition, % at 10 µM; AID 651702; actives 0.66% (n = 360,000); TALL-104 LAMP-1 surface exposure, flow cytometry; cells stimulated with thapsigargin and PMA;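 active = inhibition above about 55%, limit read from the data; inconclusive = no clear call, values can overlap the other calls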
ABCB6 inh 2 – blocks the human ABCB6 transporter. Q9NP58. K562-ABCB6 porphyrin accumulation, flow cytometry, 1 h; active compounds read low. fluorescence ratio to DMSO, % at 10 µM. actives 0.19% (n = 360,000);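 active = fluorescence ratio to DMSO below 75%, the collection mean minus 3 SD; inconclusive = too few cells collected in the well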;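 note: signal is porphyrin accumulated inside mitochondria; 100% equals median channel fluorescence of DMSO control wells; lower ratio means ABCB6 inhibition with less porphyrin fluorescence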
N-glyco inh – blocks N-linked glycosylation in D54 reporter cells. D54 ERlucT glycosylation luciferase reporter, 24 h; percent of 100 nM tunicamycin response. reporter increase, % at 12.5 µM. actives 0.23% (n = 360,000). AID 588692;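 active = mean luciferase reporter signal, scaled so untreated is 0 and the glycosylation-blocking control 100, at or above a set limit in every replicate; inconclusive = mean reaches the limit but not every replicate does; inactive = mean below the limit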;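 note: luciferase carries N-glycosylation sites so blocking glycosylation raises the light; 0% = median of neutral control wells and 100% = median of 100 nM tunicamycin wells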
* hit, by the source's call; ? = inconclusive; · = no result given. Outcome played no part in choosing rows; 4.5% or so of the library scored in one or more.

compound | Cardio protect | m5-HT2A agonist | aDG glyco act | MC4R antag cAMP | ABHD5-PLIN5 inh | MC4R barr agon | hiPSC survival | Granule exo inh | ABCB6 inh 2 | N-glyco inh
O=CN1Cc2[nH]c3ccccc3c2N(c2ccc(Cl)cc2)C1=O | 5.4 | 9.0 | 0.2 | -0.2 | -10.3 | -0.5 | -1.0 | -1.7 | 102.0 | 2.7
CC(C)C1=C2CCCCC2NC(=O)N1 (stereo unspecified) | -2.7 | -1.6 | 0.1 | 2.5 | -6.4 | -2.5 | 1.0 | 2.2 | 101.0 | 8.8
Cn1ccnc1Sc1ccc(/C=N/NC(=O)c2ccccc2O)cc1[N+](=O)[O-] | -3.5 | -0.7 | 0.2 | 4.6 | 1.6 | -1.4 | -0.2 | 3.9 | 97.0 | 2.8
C[C@@H](C(=O)N1CCN(c2ccccc2)CC1)N1C(=O)C2CC=CCC2C1=O (stereo partly specified) | 6.0 | 4.3 | 0.2 | 5.4 | -4.7 | -1.6 | 2.0 | -5.5 | 97.0 | 1.2
CC(=O)c1c(OCC(=O)O)ccc2c(C)cc(=O)oc12 | -1.3 | 1.6 | -0.2 | 2.3 | 5.7 | -2.7 | 1.2 | 0.5 | 101.0 | 0.1
Cc1cc(C)cc(NC(=S)NCCc2ccc(S(N)(=O)=O)cc2)c1 | -0.3 | -1.9 | -0.1 | -4.4 | 8.3 | -2.2 | -1.3 | -0.1 | 101.0 | 0.9
O=C(Nc1ccc(F)cc1F)N1CCN(c2ncccn2)CC1 | 8.2 | 12.6 | 0.2 | 2.8 | 1.8 | -0.2 | -0.2 | -1.8 | 100.0 | 1.6
CS(=O)(=O)N(CC(=O)NCCSCc1ccccc1)c1ccccc1Br | -8.5 | -7.5 | -0.1 | 3.9 | -14.9 | -1.4 | 1.6 | 13.2 | 102.0 | -1.3
COc1ccc(S(=O)(=O)N(C)CC(=O)NC2CCCC2)cc1OC | 2.0 | 2.1 | 0.4 | 8.2 | 2.6 | -1.5 | 0.1 | 1.4 | 99.0 | 0.1
O=S(=O)(/N=C(/Nc1cccc2ccccc12)c1ccccc1)c1ccccc1 | -5.7 | 5.5 | 0.2 | 7.0 | 4.3 | -2.5 | 0.1 | 25.0 | 104.0 | -6.4
O=C(c1cc2c(ccc3ccccc32)o1)N1CCCCC1 | -7.0 | -0.4 | -0.2 | 4.0 | -6.4 | -3.6 | -0.6 | 4.4 | 101.0 | -14.1
CCCn1c(SCN2C(=O)c3ccccc3C2=O)nc2cc(Cl)ccc2c1=O | -5.2 | 1.6 | 0.1 | 19.2 | 2.8 | -1.0 | 0.4 | -1.3 | 99.0 | 1.4
COC(=O)C[C@H]1CC[C@@H](NS(=O)(=O)c2ccccc2)[C@@H](CO)O1 | · | 8.4 | 0.0 | · | 1.9 | · | · | -2.1 | · | ·
CN(CC(=O)Nc1cc(S(=O)(=O)N2CCCC2)ccc1Cl)Cc1ccc2c(c1)OCO2 | -19.0 | -16.7 | 0.2 | 1.7 | -1.1 | -5.7 | -0.6 | 0.0 | 92.0 | -2.9
O=C(CNC(=O)c1ccccc1)Nc1cccc(C(F)(F)F)c1 | -1.5 | 0.1 | 0.0 | 8.1 | 0.0 | 0.0 | -1.0 | 21.1 | 94.0 | 1.5
COc1ccc(CNC(=O)C[C@H]2C[C@H](C(=O)N3CCCCC3)[C@@]3(CCc4ccccc4)c4[nH]c5ccc(Cl)cc5c4CCN3C2=O)cc1OC | -7.7 | -4.3 | 0.5 | 7.8 | -11.4 | 2.3 | 0.2 | -0.8 | 96.0 | 3.8
NC(=O)c1oc2ccccc2c1NC(=O)c1ccc([N+](=O)[O-])o1 | 21.9 | 5.7 | 0.1 | 2.4 | 0.3 | -0.5 | -0.4 | 24.7 | 99.0 | 1.0
COC(=O)c1ccc2nc(-c3cccc(Cl)c3)c(Cc3ccccc3)n2c1 | · | -3.8 | 0.8 | · | 2.9 | · | 0.8 | -1.2 | 115.0 | ·
CN(C(=O)c1ccco1)c1nc(-c2ccccc2)cs1 | -7.8 | -1.7 | 0.0 | 14.7 | 4.3 | 0.0 | -0.7 | -10.5 | 89.0 | -7.7
CC1(C)Cc2c(sc3[nH]c(=S)n(Cc4ccccc4)c(=O)c23)CO1 | 13.4 | -1.9 | -0.3 | 0.5 | -1.6 | -3.4 | -0.1 | -1.0 | 97.0 | 0.0
CC(=O)c1ccc(S(=O)(=O)N2CCCC2)cc1 | -0.4 | 2.5 | 0.2 | -1.2 | -2.7 | 0.2 | 1.5 | -3.6 | 103.0 | 2.8
CC(C)c1ccc(NC(=O)C(=O)c2cn(CC(=O)N3CCCCC3)c3ccccc23)cc1 | -3.8 | -3.4 | 0.2 | 8.1 | -1.2 | -0.3 | 0.4 | -2.6 | 96.0 | -6.4
O=C(Cn1nnc(-c2ccc(CN3CCOCC3)cc2)n1)N1CCCc2ccccc21 | 1.4 | 0.2 | -0.2 | 2.3 | -2.9 | -2.1 | -0.4 | 0.6 | 100.0 | -2.8
COc1ccc(S(=O)(=O)c2c(N)n(Cc3ccco3)c3nc4ccccc4nc23)cc1 | 20.6 | 1.6 | 0.6 | 14.8 | 24.5* | -0.1 | 3.0 | 1.0 | 112.0 | -0.7
Cc1nn(C(=O)c2ccco2)c(C)c1CN1C(=O)c2ccccc2C1=O | 4.3 | 4.2 | 0.1 | 2.6 | 0.8 | -2.0 | -1.8 | -2.1 | 103.0 | -3.2

The list continues:
compound | Cardio protect | m5-HT2A agonist | aDG glyco act | MC4R antag cAMP | ABHD5-PLIN5 inh | MC4R barr agon | hiPSC survival | Granule exo inh | ABCB6 inh 2 | N-glyco inh
CCC1SC(C)C/C(=N/NC(N)=O)C1C (stereo unspecified) | -2.8 | -3.4 | 0.0 | 8.4 | -1.6 | 0.0 | -0.8 | -6.7 | 95.0 | 1.1
O=C(/C=C/c1ccc(Cl)cc1)Nc1ccc(CN2CCOCC2)cc1 | -4.7 | -6.0 | 1.6 | 19.3 | 1.1 | -1.7 | -1.6 | 3.3 | 107.0 | -1.6
CC(C)CN(CCCNC(=O)CN1C(=O)CSc2ccc(S(=O)(=O)N3CCOCC3)cc21)CC(C)C | 7.1 | -1.2 | 0.1 | -0.3 | -1.3 | 0.0 | 5.3 | -3.6 | 99.0 | 0.8
O=C(NC12CC3CC(CC(C3)C1)C2)c1ccc(Br)o1 | -4.8 | -9.7 | 0.1 | 4.4 | -8.3 | -0.1 | 0.7 | -14.7 | 99.0 | -0.9
CC(CCN1CCN=C1N(C)C)c1ccccc1 (stereo unspecified) | -3.9 | -2.9 | 0.2 | -1.0 | -2.4 | 0.7 | -0.7 | -13.8 | 96.0 | 1.7
CC1(O)c2ccccc2C(=O)N1Cc1ccccc1 (stereo unspecified) | 5.8 | 1.5 | 0.2 | -3.0 | 2.1 | 0.8 | -1.5 | -3.0 | 93.0 | -3.6
Cc1ccc(F)cc1C(=O)N1CCCCC1c1cc(C(=O)NC(C)C)no1 (stereo unspecified) | 1.7 | 1.4 | -0.3 | 4.9 | 2.8 | -1.8 | -1.7 | 0.4 | 100.0 | 2.8
COc1ccc(C)cc1NC(=O)C1CCCCC1C(=O)O (stereo unspecified) | -7.5 | 5.6 | 0.1 | 10.5 | -1.9 | 2.7 | 7.0 | 4.0 | 97.0 | 0.5
S=c1[nH]ncn1/N=C/c1ccc(Br)cc1 | 10.2 | 1.2 | -0.2 | 3.2 | 0.9 | -3.0 | -0.5 | 1.2 | 100.0 | 0.8
COc1ccc(NC(=O)C2(C)Cc3c(-c4cccc(C(N)=O)c4)ccnc3O2)cn1 (stereo unspecified) | 14.9 | 13.5 | -0.1 | -12.3 | 4.3 | -0.8 | -1.0 | 0.4 | 96.0 | ?
Cc1ccc(CN2C(=O)CCC2C(=O)NCCCN2CCC(C)CC2)cc1 (stereo unspecified) | 13.1 | -2.4 | 0.5 | -2.4 | 1.0 | -2.1 | -3.4 | -1.1 | 97.0 | -0.7
CN(/N=C/c1ccc(C(C)(C)C)cc1)C1=NCCN1 | -1.6 | 0.6 | -0.2 | 7.8 | 0.2 | -0.5 | 0.9 | 4.9 | 97.0 | 0.8
CC(C)CCOc1cccc(C2c3c(oc4ccccc4c3=O)C(=O)N2CCCN2CCOCC2)c1 (stereo unspecified) | -4.6 | -1.8 | -0.2 | 3.9 | 0.4 | 1.4 | 1.2 | -0.7 | 102.0 | 1.6
C=CCn1c(O)c(N=Nc2ccccc2)c2ccccc21 | 3.6 | -2.1 | 0.0 | 9.2 | -10.1 | -1.6 | -0.6 | 19.8 | 97.0 | 2.2
COc1ccc(CNS(=O)(=O)NCc2ccccc2F)cc1 | -3.6 | 0.2 | 0.0 | 1.3 | 2.5 | -0.5 | -0.3 | -0.4 | 70.0* | 0.3
CC(=O)Oc1ccc(C(=O)Nc2ccccc2NC(=O)c2ccc(OC(C)=O)cc2)cc1 | -0.9 | -12.7 | 0.0 | -27.4 | -5.8 | 1.0 | -0.5 | 57.7* | 98.0 | 1.0
COC(=O)C(CCSC)NC(=O)Cn1ncc2c(=O)oc3ccccc3c21 (stereo unspecified) | -2.3 | 22.6* | -0.1 | 8.1 | -4.7 | 0.6 | -1.1 | 11.9 | 93.0 | 2.9
CN1CCN(C(=S)NC(=O)c2cccc([N+](=O)[O-])c2)CC1 | -1.7 | -4.3 | 0.2 | 18.3 | -3.8 | -3.2 | -0.3 | 0.2 | 95.0 | -0.3

A second format for seven compounds above:
Below each compound – Cardio protect	m5-HT2A agonist	aDG glyco act	MC4R antag cAMP	ABHD5-PLIN5 inh	MC4R barr agon	hiPSC survival	Granule exo inh	ABCB6 inh 2	N-glyco inh
CN(/N=C/c1ccc(C(C)(C)C)cc1)C1=NCCN1
→ -1.6	0.6	-0.2	7.8	0.2	-0.5	0.9	4.9	97.0	0.8
CC(C)CCOc1cccc(C2c3c(oc4ccccc4c3=O)C(=O)N2CCCN2CCOCC2)c1 (stereo unspecified)
→ -4.6	-1.8	-0.2	3.9	0.4	1.4	1.2	-0.7	102.0	1.6
C=CCn1c(O)c(N=Nc2ccccc2)c2ccccc21
→ 3.6	-2.1	0.0	9.2	-10.1	-1.6	-0.6	19.8	97.0	2.2
COc1ccc(CNS(=O)(=O)NCc2ccccc2F)cc1
→ -3.6	0.2	0.0	1.3	2.5	-0.5	-0.3	-0.4	70.0*	0.3
CC(=O)Oc1ccc(C(=O)Nc2ccccc2NC(=O)c2ccc(OC(C)=O)cc2)cc1
→ -0.9	-12.7	0.0	-27.4	-5.8	1.0	-0.5	57.7*	98.0	1.0
COC(=O)C(CCSC)NC(=O)Cn1ncc2c(=O)oc3ccccc3c21 (stereo unspecified)
→ -2.3	22.6*	-0.1	8.1	-4.7	0.6	-1.1	11.9	93.0	2.9
CN1CCN(C(=S)NC(=O)c2cccc([N+](=O)[O-])c2)CC1
→ -1.7	-4.3	0.2	18.3	-3.8	-3.2	-0.3	0.2	95.0	-0.3

Bioassay records from PubChem.
